# Screens (PubChem)
# TLR9-MyD88 block = TLR9-MyD88 interaction inhibition. CHO BLA complementation TLR9-MyD88, CCF4 FRET ratio. inhibition, % at 4.98 µM. hit rate 0.21% among 340,000;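 active = inhibition above the mean over all tested compounds plus 3 SD, cut at about 21% in these data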;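 note: 0% = DMSO only wells and 100% = clavulanate BLA inhibitor control wells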
# SRC1 inh = human NCOA1 inhibition; Q15788; HEK293 GAL4-SRC1 luciferase reporter, luminescence; inhibition, % at 3.6 µM; hit rate 0.12% among 360,000;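 active = inhibition above the campaign mean plus 3 SD, with each screening campaign given its own cutoff, cut at about 60% in these data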;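 note: 0% = DMSO treated cells and 100% = gossypol at 36 µM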
# ABHD5 PLIN5 PPI = inhibitors of human ABHD5-perilipin-5 interaction. Split G. princeps luciferase complementation, luminescence, 4 h. inhibition, % at 4 µM. hit rate 0.78% among 360,000;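 active = inhibition above the mean inhibition across every tested compound plus 3 SD, cut at about 22% in these data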;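 note: 0% = DMSO only wells and the 100% control is not disclosed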
# NOD2-RIPK2 inh = blocks binding of human NOD2 to RIPK2; CHO BLA complementation NOD2-RIPK2, CCF4 ratio; inhibition, % at 4.98 µM; hit rate 0.38% among 360,000; AID 624267; in the data active = inhibition above about 21%;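 note: 0% = vehicle only and 100% = reference blocker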
# LMP1 NFkB inh = reduces LMP1-driven NF-kappaB luciferase signal. LMP1-induced NF-kappaB luciferase reporter cells, luminescence. hit rate 0.69% among 350,000. inhibition, % at 12.5 µM. AID 504558; in the data active = inhibition above about 41%;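 note: 0% = neutral control wells and 100% = reference inhibitor control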
# NCOA3 inh = human NCOA3 inhibition | Q9Y6Q9 | HEK293 GAL4-SRC3 luciferase reporter, luminescence | inhibition, % at 3.6 µM | hit rate 0.17% among 360,000;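 active = inhibition above a per-campaign cutoff, the mean of all compounds plus 3 SD, cut at about 60% in these data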;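 note: 0% = DMSO-treated cells and 100% = gossypol-treated cells at 36 µM; higher means less SRC3-driven luciferase light from the GAL4 reporter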
# MC4R ag barr = human MC4R agonism via beta-arrestin; U2OS MC4R beta-arrestin complementation, luminescence; percent of melanotan II response, DMSO zero; P32245; hit rate 0.98% among 360,000; activation, % at 8.9 µM;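 active = activation above a per-plate cutoff, the mean activation of sample wells on that plate plus 3 SD, cut at about 8% in these data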
# Target sequence (P32245 whole entry, looked up): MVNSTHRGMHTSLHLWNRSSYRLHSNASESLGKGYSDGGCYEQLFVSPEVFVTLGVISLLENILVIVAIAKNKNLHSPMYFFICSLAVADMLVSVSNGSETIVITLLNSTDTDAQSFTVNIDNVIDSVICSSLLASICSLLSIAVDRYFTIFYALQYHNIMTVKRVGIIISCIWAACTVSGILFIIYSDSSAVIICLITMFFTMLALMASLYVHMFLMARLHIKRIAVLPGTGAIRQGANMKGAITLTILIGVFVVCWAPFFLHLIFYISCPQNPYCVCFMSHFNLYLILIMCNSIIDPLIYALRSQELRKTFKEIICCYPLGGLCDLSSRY
# MC4R antag cAMP = antagonists of human melanocortin 4 receptor (MC4R) | inhibition, % at 6.5 µM | AID 540295 | MC4R-expressing cells, MTII-stimulated cAMP, LANCE TR-FRET | P32245 | hit rate 0.48% among 360,000;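 active = inhibition above its plate's cutoff, the mean of tested wells on that plate plus 3 SD, cut at about 29% in these data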;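 note: 0% = Melanotan II alone and 100% = Melanotan II plus saturating MCL0020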
#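 Material: human MC4R-expressing U2OS cells. Probe or stimulus: Melanotan II challenge. Dosing: 6.5 µM single dose. Times: 30-min compound, 1-h challenge, 1-h detection, room temperature. Technique: TR-FRET with Eu-cAMP and labeled anti-cAMP, 671 nm. Replication: singlicate.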
# NCOA2 inhibitor = human SRC2 (NCOA2) inhibition; Q15596; HEK293 GAL4-SRC2 luciferase reporter, luminescence; inhibition, % at 9 µM; hit rate 0.17% among 370,000; AID 651957;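 active = inhibition above the mean inhibition of all tested compounds plus 3 SD, set per campaign, cut at about 52% in these data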;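 note: 0% = DMSO treated cells and 100% = cells given Gossypol at 36 µM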
# NR2F2 inh = inhibitors of human COUP-TFII (NR2F2) | inhibition, % at 8.6 µM | AID 686940 | hit rate 0.7% among 370,000 | P24468 | HEK293T NGFI-A luciferase reporter, luminescence;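 active = inhibition above a per-plate cutoff, mean inhibition of test wells between control levels plus 3 SD, cut at about 38% in these data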;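 note: cells cotransfected with COUP-TFII expression vector driving the NGFI-A reporter; 0% = median of COUP-TF2 test wells and 100% = reporter-only cells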
# Target sequence (P24468 whole entry, looked up): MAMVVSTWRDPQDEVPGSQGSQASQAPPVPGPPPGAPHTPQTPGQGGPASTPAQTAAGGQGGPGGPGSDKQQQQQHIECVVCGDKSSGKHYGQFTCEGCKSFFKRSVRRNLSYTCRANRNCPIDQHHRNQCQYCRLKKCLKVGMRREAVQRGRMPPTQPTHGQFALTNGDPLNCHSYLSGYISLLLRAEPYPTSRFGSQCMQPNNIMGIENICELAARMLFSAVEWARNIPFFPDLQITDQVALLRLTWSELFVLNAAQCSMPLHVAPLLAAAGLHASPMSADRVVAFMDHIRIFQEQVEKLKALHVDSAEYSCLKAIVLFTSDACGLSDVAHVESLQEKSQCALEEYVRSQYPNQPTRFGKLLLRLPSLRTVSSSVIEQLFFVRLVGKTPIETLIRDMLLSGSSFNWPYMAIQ
# LRH-1 inv ag = suppresses constitutive activity of human LRH-1; hit rate 0.13% among 360,000; AID 602396; inhibition, % at 3.6 µM; O00482; HEK293T StAR-luciferase reporter, LRH-1 transfected, 24 h;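 active = inhibition above the mean inhibition of all tested compounds plus 3 SD, cut at about 73% in these data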;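 note: 0% = DMSO wells and 100% = reporter-only cells lacking LRH-1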
# The depositor's hits bear a star; . = no result given; & = joins results of further samples.
SMILES,TLR9-MyD88 block,SRC1 inh,ABHD5 PLIN5 PPI,NOD2-RIPK2 inh,LMP1 NFkB inh,NCOA3 inh,MC4R ag barr,MC4R antag cAMP,NCOA2 inhibitor,NR2F2 inh,LRH-1 inv ag
COCCn1c(NCc2ccccc2)nc2c1c(=O)[nH]c(=O)n2C,-4,3,-3,-6,-1,11,-1.6,0,-2,10,-7
O=[N+]([O-])c1ccc(N=Nc2ccc(O)cc2O)cc1,-3,-23,-1,-12,-23,-1,-0.6,-1,-15,-15,-9
COc1ccc(S(=O)(=O)N2CCC(C(=O)NCCC(=O)NC3CC3)CC2)cc1,9,4,6,-2,-10,4,0.9,-1,6,-4,26
COc1ccc(NS(=O)(=O)c2csc(C(=O)Nc3ccccc3)c2)cc1,-2,5,-3,-7,13,5,3.2,19,3,16,6
Cc1[nH]c2ccc(C(=O)OC(C)C(=O)NC3CCCCC3C)cc2c1C (configuration not stated),-4,-12,-2,0,-7,4,2.5,11,15,-9,-1
C/C=C/c1ccc(OCC(O)CN(C)Cc2ccc(SC)cc2)c(OC)c1 (configuration not stated),0,10,2,-11,13,5,2.9,-10,9,-4,-8
O=C(O)c1ccc(-c2ccc(Cl)cc2Cl)o1,-12,-4,0,0,-1,7,-0.3,6,-14,4,-14
Cc1ccc(/C=N/N2CCN(Cc3ccccc3)CC2)cc1,2,-9,-12,-8,-3,3,-1.5,7,-4,-3,19
O=C(CN1C(=O)c2cccc3cccc(c23)C1=O)N1CCCCC1,-2,-1,-4,-7,7,-7,-2.5,16,-1,-11,-4
O=C(CN1C(=O)CCSc2ccccc21)Nc1ccc2c(c1)OCCO2,-3,1,-1,8,1,2,-1.6,3,4,0,-3
Cc1ccc(OC(C)C(=O)O)cc1C (configuration not stated),4,-1,0,2,-7,11,-0.8,7,-1,1,-1
O=C(O)C1CN(c2ncccc2[N+](=O)[O-])C1,-4,18,-6,-5,-1,7,1.2,7,-1,-1,0
CCc1sc(C(=O)Nc2ccc3c(c2)OCCO3)cc1Br,10,-72,5,-15,-29,-77,6.5,-8,-52,-56,-138
O=C(O)CC1(C(=O)O)CC2C=CC1C2 (configuration not stated),-10,-1,1,11,-2,-11,-1.0,6,-14,4,-1
COc1cc(/C=N/Nc2ccc(S(N)(=O)=O)cc2[N+](=O)[O-])cc(OC)c1O,-12,0,6,-13,-6,2,0.2,2,3,-1,12
COc1ccc(CNC(=O)CC[C@H]2O[C@@H](n3cnc4c(NC(=O)c5ccccc5)ncnc43)[C@H](O)[C@@H]2O)cc1,.,-8,-4,-4,.,7,.,.,-17,-4,9
COc1ccccc1-c1oc2ccccc2c1-c1ccccc1OC,-2,-12,-11,-6,-6,-8,-0.1,8,11,-4,-1
Cc1ccc(-n2ccnc(SCC(=O)NCCc3ccccc3)c2=O)cc1F,2,-10,-38,-4,-2,9,-3.1,-2,21,-11,-15
CCOC(=O)C1=C(CSc2nccn2C)NC(=O)NC1c1ccc(OC)cc1 (configuration not stated),6,-4,4,3,-4,-13,-2.0,2,-6,3,27
CCCCN(CC)C(=O)c1cc2cc3ccc(Cl)cc3nc2o1,-11,-10,-15,18,-10,-20,0.8,12,-46,-4,-30
CCc1ccc2oc(C(=O)Nc3ccc(S(N)(=O)=O)cc3)c(C)c2c1,-3,9,5,-9,-4,8,-1.1,-2,11,5,5
O=C(NNC1=NS(=O)(=O)c2ccccc21)c1ccccc1Cl,12,-78,-4,2,-6,2,1.5,18,6,6,-16
CCC(C(=O)NCCc1ccccc1OC)n1nc(C)c2c(C)n(-c3ccccc3)nc2c1=O (configuration not stated),9,10,4,-10,-13,-15,-2.4,-4,16,2,10
Cc1ccc(S(=O)(=O)N(Cc2ccccc2)c2ccccc2C(=O)NCc2cccnc2)cc1,-2,6,7,-5,3,1,-1.9,1,-21,6,9
O=C(CSCc1ccc(Cl)cc1)N1CCN(Cc2ccc3c(c2)OCO3)CC1,3,4,6,5,10,1,0.4,4,4,4,7
O=C(NCc1ccc2c(c1)OCO2)c1ccc(S(=O)(=O)C(F)F)cc1,1,3,-4,3,2,-1,-0.2,-2,-23,19,1
Nc1nc(N2CCN(C(=O)c3ccco3)CC2)nc2ccccc12,15,-40,-1,7,-5,-52,-1.5,5,-36,-55,-102
Cc1ccc(S(=O)(=O)Cn2nnnc2C(CC(C)C)N2CCN(C3CCCC3)CC2)cc1 (configuration not stated),3,3,-4,3,6,-14,-0.8,-2,5,7,0
O=C(O)c1cccc(NC2=Nc3cccc4cccc2c34)c1,16,-34,1,15,12,-40,-2.8,-10,-50,-18,-32
O=C1CC(c2cccc(F)c2)c2c(c3ccccc3[nH]c2=O)O1 (configuration not stated),-2,-25,-1,-11,10,-5,-1.8,-4,10,11,-14

# Quoted from the listing, three compounds:
SMILES,TLR9-MyD88 block,SRC1 inh,ABHD5 PLIN5 PPI,NOD2-RIPK2 inh,LMP1 NFkB inh,NCOA3 inh,MC4R ag barr,MC4R antag cAMP,NCOA2 inhibitor,NR2F2 inh,LRH-1 inv ag
Cc1ccc(S(=O)(=O)Cn2nnnc2C(CC(C)C)N2CCN(C3CCCC3)CC2)cc1 (configuration not stated),3,3,-4,3,6,-14,-0.8,-2,5,7,0
O=C(O)c1cccc(NC2=Nc3cccc4cccc2c34)c1,16,-34,1,15,12,-40,-2.8,-10,-50,-18,-32
O=C1CC(c2cccc(F)c2)c2c(c3ccccc3[nH]c2=O)O1 (configuration not stated),-2,-25,-1,-11,10,-5,-1.8,-4,10,11,-14

# The list goes on.
SMILES,TLR9-MyD88 block,SRC1 inh,ABHD5 PLIN5 PPI,NOD2-RIPK2 inh,LMP1 NFkB inh,NCOA3 inh,MC4R ag barr,MC4R antag cAMP,NCOA2 inhibitor,NR2F2 inh,LRH-1 inv ag
C=C(C)CNC(=S)Nc1nc2c(cc1C(=O)OCC)CCCC2,-3,-43,-4,-10,-44,-44,0.6,-1,-18,-9,-12
C=CCN(Cc1ccc(Cl)s1)C(=O)c1ccc(F)c(S(=O)(=O)N2CCOCC2)c1,3,-24,-2,3,10,10,-2.4,-1,23,15,3
Cn1c(CNC(=O)c2ccco2)nnc1SCC(=O)N1CCN(c2ccccc2)CC1,2,-17,-1,-1,3,-20,-1.9,-2,9,-6,3
CCC(=O)c1ccc(OCC(=O)NCCC2=CCCCC2)c(OC)c1,6,7,5,-4,0,-15,0.7,1,-12,6,2
CCOc1ccc(-c2ccc(C3=CC(=O)C[C@H](c4ccc(F)cc4)C3)cc2)cc1,.,9,9,10,.,14,.,.,-4,-2,0
Cn1nc(-c2ccccc2)cc1NC(=O)Nc1ccccc1F,.,-13,-9,-8,-5,-38,0.1,1,-9,7,-27
CCCCNC(=S)NNC(=O)c1cc(C)on1,-5,-4,0,-16,-6,-2,-3.5,14,-16,10,-18
CC(=O)C1=C(C)NC(=O)NC1c1ccc(Cl)cc1 (configuration not stated),-3,3,-3,-8,-5,0,-1.5,9,5,11,2
Cc1ccc(C)c(OCC(=O)N/N=C/c2c(C)nn(-c3ccccc3)c2Cl)c1C,-6,8,-6,8,-24,-10,0.9,1,-13,15,-6
CC(=O)N1CCc2cc(C(=O)CN3CCN(c4cccc(Cl)c4)CC3)ccc21,-4,-7,-3,-3,2,1,-0.5,5,0,4,28
Cn1cc([N+](=O)[O-])c(C(=O)NNC(=O)c2ccc([N+](=O)[O-])cc2)n1,-4,-2,-2,-9,-6,13,-3.0,5,8,24,-9
O=C(COC(=O)c1cccnc1)c1ccc(Cl)c(Cl)c1,6,3,1,7,-3,-5,-2.9,-2,-16,6,-4
Cn1c(SCc2ccccc2F)nc2cccnc21,-2,-87,-3,5,-32,-73,0.7,13,-33,-40,-128
O=C(CSc1ccc([N+](=O)[O-])cc1)Nc1ccccc1N1CCOCC1,-2,-11,0,-2,33,9,0.7,2,22,-3,12
Cc1cccc(NC(=S)N/N=C/c2c[nH]c3ccccc23)c1,4,-47,-3,-9,-7,-30,6.5,-19,-63,-32,-57
O=C(CCc1ccc(S(=O)(=O)NCCc2ccccc2)cc1)NCc1ccco1,8,-9,1,-2,-3,9,-1.1,3,16,2,-8
Cc1ccc(C(=O)NC2CCCN(c3ccc(C(F)(F)F)cn3)C2)cn1 (configuration not stated),-5,-4,2,3,0,16,-4.0,-6,-6,-1,-4
O=S(=O)(c1ccccc1)N1CCN(c2nnc(-c3ccccc3)c3ccccc23)CC1,8,5,1,1,1,0,0.8,30*,-1,-2,-15
COc1ccc(CCN(Cc2cc3cc(C)ccc3[nH]c2=O)C(C)=O)cc1OC,-8,-16,3,-18,8,0,-1.7,2,16,4,12
O=C(NC1CCCC1)C1CCN(c2cnccn2)CC1,-1,6,-2,-6,-3,6,-0.3,-3,5,-2,18
Cc1ccc(-n2c(O)c(/C=N/n3cnnc3)c3ccccc3c2=O)cc1,8&0,2&4,5&2,1&-6,1&7,21&13,0.8&2.5,-2&-1,6&13,10&17,9&0
Cc1ccccc1-n1ncc2c1CC(C)(C)CC2NC(=O)CSc1ccncc1 (configuration not stated),-9,-6,3,-15,10,-10,1.6,9,0,-1,3
Cc1cccn2cc(CNC(=O)CC3CCCC3)nc12,13,2,7,3,3,12,-0.5,6,-10,4,7
CC(C)c1ccc(O)c(NC(=S)NC(=O)c2ccc3c(c2)OCO3)c1,0,-95,-17,-3,-17,-85,11*,-5,-25,-25,-80
Cc1cccc(NC(=O)CSc2n[nH]c(-c3cccnc3)n2)c1,6,2,3,-1,0,6,-1.1,9,8,-2,-2
Cc1nc(-c2ccccc2)sc1C(=O)/C=C/c1ccccc1,0,-16,36*,5,-21,8,-1.6,6,-73,-8,-13
CC(=O)Nc1ccc(NC(=O)COC(=O)Cc2c[nH]c3ccccc23)cc1,7,-3,-3,5,-2,11,0.4,4,-32,1,42
O=C(NCC1CCCO1)c1cc2n(n1)C(C(F)(F)F)CC(c1ccc(F)cc1)N2 (configuration not stated),8,1,9,-12,2,13,-0.7,0,-1,8,-4
C#CC1(NC(=O)NC(=O)c2c(F)cccc2F)CCCCC1,8,-1,6,-2,-5,-11,0.3,8,-8,11,-9
COc1ccccc1C(CNC(=O)C1CC(=O)N(Cc2ccc(C)cc2)C1)N1CCCC1 (configuration not stated),11,5,-3,2,-5,-5,1.0,3,-3,2,8
O=C(Cn1ccc([N+](=O)[O-])n1)N1CCCc2ccccc21,0,-22,-4,-5,-17,12,1.1,0,-22,8,-23
O=c1cc(CN2CCN(c3ccccc3)CC2)c2ccccc2o1,.,6,2,-14,.,-11,.,.,-13,0,2
O=C1NC(=O)C2(CCCc3ccccc32)N1 (configuration not stated),0,-6,-6,9,-1,-12,-1.3,7,10,1,-15
Cc1nn(C)c(C)c1Nc1ccc(N2C(=O)C3CC=CCC3C2=O)cc1[N+](=O)[O-] (configuration not stated),-2,3,0,-2,9,2,-0.7,8,14,31,-9

# These rows are one share of the data. The share of hits here may be higher or lower than overall.
